Assay outcomes: PubChem, NMMLSC
Rac1 wt GTP bind = alters GTP binding to wildtype human Rac1; P63000; GST-Rac1 beads, fluorescent GTP binding, flow cytometry; actives lie on both sides; 0 = cold GTP competed, 100 = untreated; GTP binding activity (% of control), % at 10 µM; 190,000 tested, 0.27% active;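 active means GTP binding activity at least 20 points away from the 100% control level, either lower or higher; inconclusive means compound flagged as likely green fluorescent, judged across all proteins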
Cdc42 wt = modulators (inhibitors or activators) of GTP binding to human Cdc42 wildtype; P60953; GST-Cdc42 beads, Bodipy-GTP binding, flow cytometry; actives lie on both sides; percent activity (GTP binding), % at 10 µM; 190,000 tested, 0.2% active; AID 761;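 active means percent activity GTP binding at least 20 points away from the 100% baseline, either down as inhibitor or up as activator; inconclusive means compound flagged as likely green fluorescent from well-wide comparison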;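 further: median bead fluorescence of bound Bodipy-FL-GTP at 100 nM; 0% = excess unlabeled GTP control and 100% = no compound control; below 100% means less GTP binding so inhibitor and above means activator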
Rac1 act GTP bind = human Rac1 activated mutant GTP binding change | AID 764 | P63000 | percent activity (GTP binding), % at 10 µM | GST-Rac1 activated beads, fluorescent GTP binding, flow cytometry; actives lie on both sides; 100% means binding = to untreated wells | 190,000 tested, 0.11% active;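 active means GTP binding at least 20 percentage points away from the 100% baseline, in either direction, so actives lie on both sides; inconclusive means Compound likely fluorescent itself, or too few beads counted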
Rab7 wt modul = alters GTP binding to wildtype dog Rab7; GST-Rab7 beads, fluorescent GTP binding, flow cytometry; actives lie on both sides; untreated = 100%, excess cold GTP = 0%; GTP binding activity (percent of control), % at 10 µM; 190,000 tested, 0.055% active;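 active means fluorescent GTP binding to Rab7 beads changed by at least 20 points from the 100% baseline, either direction, mostly lower; inconclusive means compound itself probably fluorescent, or too few beads counted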;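 further: median green fluorescence of bound Bodipy-FL-GTP per Rab7 bead population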
Rab2 wt GTP = changes GTP binding to wildtype dog Rab2A, up or down; GTP binding activity, % at 10 µM; 190,000 tested, 0.19% active; GST-Rab2 wt beads, Bodipy-GTP binding, flow cytometry;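 active means GTP binding activity at least 20 points away from 100%, either lowered or raised; inconclusive means signal likely due to the compound's own green fluorescence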;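 further: 0% = beads with excess unlabeled GTP and 100% = no-compound control corrected for plate trend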
Bim-Bcl-W = disrupts Bim peptide binding to human Bcl-W | bead-based flow cytometry | inhibition, % at 10 µM | 190,000 tested, 0.02% active | AID 952 | Q92843;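 further: 0% = bound tracer without compound and 100% = peptide blocker; higher means less fluorescent Bim peptide bound to Bcl-W beads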
Target sequence (Q92843 whole entry, looked up): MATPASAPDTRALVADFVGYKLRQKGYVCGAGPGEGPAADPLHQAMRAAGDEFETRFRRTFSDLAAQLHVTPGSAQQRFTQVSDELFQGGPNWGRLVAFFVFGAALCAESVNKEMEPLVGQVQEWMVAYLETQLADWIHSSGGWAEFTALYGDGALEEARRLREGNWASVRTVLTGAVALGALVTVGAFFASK
Bfl-1 Bim block = human Bim-Bfl-1 interaction inhibition. Q16548. Bead-based flow cytometry, Bim-Bfl-1 binding inhibition. inhibition, % at 10 µM. 190,000 tested, 0.12% active. AID 1008;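 further: 0% = wells without compound plus tracer and 100% = blocker peptide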
Bcl-XL Bim block = disrupts Bim peptide binding to human Bcl-XL | Q07817 | bead flow cytometry, fluorescence | inhibition, % at 10 µM | 190,000 tested, 0.04% active
Target sequence (Q07817 whole entry, looked up): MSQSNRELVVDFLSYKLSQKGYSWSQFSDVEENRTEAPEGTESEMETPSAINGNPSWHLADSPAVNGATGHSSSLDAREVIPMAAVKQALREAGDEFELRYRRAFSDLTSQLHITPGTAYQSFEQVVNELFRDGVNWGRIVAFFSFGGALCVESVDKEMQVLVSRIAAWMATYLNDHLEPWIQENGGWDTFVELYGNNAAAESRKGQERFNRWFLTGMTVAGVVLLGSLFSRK
HRas wt GTP bind = modulators of GTP binding to human HRas wildtype; GST-Ras wt beads, Bodipy-FL-GTP binding, flow cytometry; actives lie on both sides; GTP binding activity, % at 10 µM; 190,000 tested, 0.14% active; AID 759;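 active means GTP binding activity at least 20% away from the 100% baseline, either lowered as inhibitor or raised as activator; inconclusive means flagged as likely green fluorescent, judged across all proteins in the well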;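 further: 0% = unlabeled GTP competition control and 100% = no-compound control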
Target sequence (P01112 whole entry, looked up): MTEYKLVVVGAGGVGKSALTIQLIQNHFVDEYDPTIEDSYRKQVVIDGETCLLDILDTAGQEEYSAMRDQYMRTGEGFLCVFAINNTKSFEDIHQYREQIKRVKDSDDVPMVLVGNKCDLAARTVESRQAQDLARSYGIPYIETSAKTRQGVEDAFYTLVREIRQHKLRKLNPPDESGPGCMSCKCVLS
Bim-Bcl-B = disrupts Bim peptide binding to human Bcl-B | Q9HD36 | bead-based flow cytometry | inhibition, % at 10 µM | 190,000 tested, 0.073% active | AID 951;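 further: 0% = tracer peptide without compound and 100% = reference inhibitor peptide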
Bcl-2 Bim block = disrupts Bim peptide binding to human Bcl-2. P10415. Bead-based flow cytometry, Bim peptide-Bcl-2 binding. 190,000 tested, 0.06% active. AID 950. inhibition, % at 10 µM; in the data active means inhibition above about 40%; inconclusive means no clear call, values can overlap the other calls;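 further: 0% = no compound wells with probe peptide and 100% = reference peptide inhibitor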
Target sequence (P10415 whole entry, looked up): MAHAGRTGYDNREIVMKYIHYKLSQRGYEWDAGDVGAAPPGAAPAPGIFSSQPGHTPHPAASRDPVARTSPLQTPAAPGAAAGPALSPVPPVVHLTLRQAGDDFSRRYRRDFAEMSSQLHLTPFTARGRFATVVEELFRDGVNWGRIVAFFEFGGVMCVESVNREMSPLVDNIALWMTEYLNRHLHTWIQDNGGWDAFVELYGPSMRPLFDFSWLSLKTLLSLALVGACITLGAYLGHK
The depositor's hits bear a star; u = inconclusive. Unless noted, no stated cut-off is given here; in the data, active means inhibition above about 40%.

No.	canonical_smiles	Rac1 wt GTP bind	Cdc42 wt	Rac1 act GTP bind	Rab7 wt modul	Rab2 wt GTP	Bim-Bcl-W	Bfl-1 Bim block	Bcl-XL Bim block	HRas wt GTP bind	Bim-Bcl-B	Bcl-2 Bim block
1	O=C(CC1Nc2cccc3cccc(c23)NC1=O)Nc1ccc(F)cc1 (stereo not given)	96	95	95	102	97	1	0	-1	97	-2	-2
2	CSc1ncccc1C(=O)Nc1nc2ccc(S(C)(=O)=O)cc2s1	96	94	93	93	93	0	-2	0	94	0	-2
3	Cc1csc(NC(=O)c2cc3c(C)nn(Cc4ccccc4Cl)c3s2)n1	98	100	103	97	102	8	8	11	100	8	10
4	C=CCn1c(NCc2c[nH]c3ccccc23)nc2ccccc21	98	94	94	96	96	2	3	-2	97	6	-41
5	CCCCN(CCCC)Cc1ccc(C(=O)NNC(=O)Nc2ccc(Cl)cc2)o1	94	96	96	93	95	0	-4	-1	95	-4	-1
6	COc1ccccc1C(=O)Oc1cc(N)n(S(=O)(=O)c2ccccc2)n1	96	96	92	93	95	3	6	4	93	5	2
7	CCOc1ccc(CN(C(=O)c2oc3cc(C)ccc3c2C)C2CCS(=O)(=O)C2)cc1 (stereo not given)	104	103	101	98	100	-3	-6	-7	101	-2	-1
8	CCOC(=O)/C(N=O)=C(\O)C1CCN(C(=O)OCC)CC1	109	105	99	100	100	4	-12	-3	101	-30	-16
9	COc1ccccc1C1=NC(c2ccc(F)cc2)N=C1C (stereo not given)	99	94	93	97	97	0	-4	-1	96	0	-2
10	Cc1ncc(S(=O)(=O)c2ccccc2)c(-c2ccccc2)n1	104	97	99	96	100	-4	0	-1	99	-1	1
11	Cc1ccc(NC(=O)c2cc(S(=O)(=O)N3CCCCC3)ccc2N2CCOCC2)cc1F	97	93	96	98	98	3	-10	-2	100	-6	-6
12	CCN1C(=O)c2cccc3c(NC(=O)c4ccc(S(=O)(=O)N(C)C)cc4)ccc1c23	107	101	99	100	104	2	-6	-1	103	-6	-8
13	O=C(Nc1nnc(C2CC2)s1)C1CCCCN1S(=O)(=O)c1ccccc1 (stereo not given)	104	103	99	99	102	-2	-3	-3	98	-3	-1
14	Cc1nc2ccccn2c1/C(O)=C1\C(=O)C(=O)N(CCN(C)C)C1c1cccnc1 (stereo not given)	95	98	96	98	103	0	0	0	102	0	0
15	CC(C(=O)NC(=O)NCc1ccccc1)N1C(=O)c2ccccc2C1=O (stereo not given)	94	97	93	89	93	-1	-11	-2	91	-9	-9
16	CCS(=O)(=O)C(=C1NCCO1)S(=O)(=O)CC	93	94	91	95	92	-1	-3	-1	95	0	2
17	COc1ccc(S(=O)(=O)N2CCN(C)CC2)cc1C	112	105	101	104	104	0	-9	-4	102	-4	-6
18	C=CCOn1c(C)c(C(C)=O)c2c3nonc3ccc21	104	102	100	96	99	2	1	0	99	3	12
19	C=CCn1c(=S)[nH]c2scc(-c3ccc(C)o3)c2c1=O	89	92	93	88	92	0	8	0	90	1	1
20	CCC(C)n1c(-c2cccs2)nc2nc3ccccc3nc21 (stereo not given)	100	101	99	100	100	0	-1	0	100	0	1

Retrieved one by one from the entries so far (2):
No.	canonical_smiles	Rac1 wt GTP bind	Cdc42 wt	Rac1 act GTP bind	Rab7 wt modul	Rab2 wt GTP	Bim-Bcl-W	Bfl-1 Bim block	Bcl-XL Bim block	HRas wt GTP bind	Bim-Bcl-B	Bcl-2 Bim block
12	CCN1C(=O)c2cccc3c(NC(=O)c4ccc(S(=O)(=O)N(C)C)cc4)ccc1c23	107	101	99	100	104	2	-6	-1	103	-6	-8
3	Cc1csc(NC(=O)c2cc3c(C)nn(Cc4ccccc4Cl)c3s2)n1	98	100	103	97	102	8	8	11	100	8	10

Molecules shown so far containing a furan ring, fused or not, in the order listed:
No.	canonical_smiles	Rac1 wt GTP bind	Cdc42 wt	Rac1 act GTP bind	Rab7 wt modul	Rab2 wt GTP	Bim-Bcl-W	Bfl-1 Bim block	Bcl-XL Bim block	HRas wt GTP bind	Bim-Bcl-B	Bcl-2 Bim block
5	CCCCN(CCCC)Cc1ccc(C(=O)NNC(=O)Nc2ccc(Cl)cc2)o1	94	96	96	93	95	0	-4	-1	95	-4	-1
7	CCOc1ccc(CN(C(=O)c2oc3cc(C)ccc3c2C)C2CCS(=O)(=O)C2)cc1 (stereo not given)	104	103	101	98	100	-3	-6	-7	101	-2	-1
19	C=CCn1c(=S)[nH]c2scc(-c3ccc(C)o3)c2c1=O	89	92	93	88	92	0	8	0	90	1	1

(listing goes on)
No.	canonical_smiles	Rac1 wt GTP bind	Cdc42 wt	Rac1 act GTP bind	Rab7 wt modul	Rab2 wt GTP	Bim-Bcl-W	Bfl-1 Bim block	Bcl-XL Bim block	HRas wt GTP bind	Bim-Bcl-B	Bcl-2 Bim block
21	O=C(Cn1cnc2c(cnn2-c2ccc(F)cc2)c1=O)NCCc1ccccc1	98	96	97	96	98	-6	-6	-9	96	-7	-5
22	O=C(Cn1ncc2c1-c1ccccc1OC2)Nc1ccc(S(=O)(=O)N2CCCCC2)cc1	104	102	99	102	101	0	-10	-1	101	-4	-4
23	O=C1CC(c2ccco2)Cc2nc(N3CCN(Cc4ccc5c(c4)OCO5)CC3)ncc21 (stereo not given)	98	95	94	104	97	-1	1	-2	99	-4	0
24	Cc1ccnc(NC(=O)c2ccccc2[N+](=O)[O-])c1	92	94	95	100	94	-7	9	-7	95	-25	-1
25	CN1CC(=O)N(C)c2ncn(Cc3ccccc3)c2C1=O	95	99	97	98	99	0	-2	0	99	0	-1
26	O=C(Cc1ccc(F)cc1)N(c1ccccc1)C1C=CS(=O)(=O)C1 (stereo not given)	101	101	99	100	102	-3	-4	-4	101	-5	1
27	COc1cc(C(=O)NCCc2ccc3c(c2)OCCO3)ccc1OCC(=O)N1CCOCC1	97	100	96	99	98	1	0	-1	100	0	-2
28	O=C(COc1ccccc1)Nc1ccc(S(=O)(=O)N2CCOCC2)cc1	107	107	101	107	105	-3	-1	1	106	0	0
29	O=Cc1cn(-c2ccccc2)nc1-c1cc2c(ccc3ccccc32)oc1=O	92	89	85	90	87	3	-6	-5	93	-27	-10
30	COc1ccc(CCNC(=O)CSc2nnc3ccc(-c4ccncc4)nn23)cc1	92	93	92	96	95	0	-2	0	92	-3	0
31	O=C(COC(=O)c1ccccc1SCC(=O)NC1CCS(=O)(=O)C1)NC1CCS(=O)(=O)C1 (stereo not given)	99	96	96	103	101	-1	0	-2	99	0	-1
32	CC(C)(CO)NC(=O)Nc1ccc(Cl)c(Cl)c1	93	92	96	93	96	0	-2	3	92	3	0
33	COc1cccc(CN2C(=O)Nc3ccccc3C(=O)N2C(C)(C)C)c1	103	99	100	100	99	-1	0	-5	98	0	4
34	Cc1cc(OCc2ccc(C(=O)n3cccn3)o2)ccc1Cl	u	u	u	u	u	0	0	1	u	1	0
35	CC(=O)c1cc(NC(=O)c2ccccc2)c(=O)oc1C	100	94	94	97	94	-1	-6	-2	96	-3	-2
36	O=C(CCC(=O)c1ccc(Cl)cc1)OCC(=O)c1ccccc1	103	98	98	102	99	0	-13	-8	99	-15	-10
37	CSc1nsc(SCc2ccc(Cl)cc2)n1	91	93	90	91	91	0	0	-2	96	0	4
38	O=C(CSc1nc(-c2ccco2)cc(C(F)(F)F)n1)Nc1ccc(C(=O)N2CCOCC2)cc1	109	105	99	101	99	-1	-3	-1	103	-2	-3
39	COc1ccc(N2CCN(CCCNS(=O)(=O)c3c(C)noc3/C=C/N(C)C)CC2)cc1	104	98	99	100	97	4	-6	-9	100	-6	-8
40	Cc1ccc(-c2cccc(C(=O)NCc3ccccc3)n2)c2ccccc12	107	103	97	101	105	1	6	0	102	-1	5
41	COC(=O)c1cc(=O)n(CCc2ccccc2F)c(=Nc2ccc(F)c(Cl)c2)s1	102	101	100	97	99	0	-12	-5	97	-4	-4

Complete entries from above:
CN1CC(=O)N(C)c2ncn(Cc3ccccc3)c2C1=O is listed as Rac1 wt GTP bind: 95; Cdc42 wt: 99; Rac1 act GTP bind: 97; Rab7 wt modul: 98; Rab2 wt GTP: 99; Bim-Bcl-W: 0; Bfl-1 Bim block: -2; Bcl-XL Bim block: 0; HRas wt GTP bind: 99; Bim-Bcl-B: 0; Bcl-2 Bim block: -1
Cc1cc(OCc2ccc(C(=O)n3cccn3)o2)ccc1Cl is listed as Rac1 wt GTP bind: u; Cdc42 wt: u; Rac1 act GTP bind: u; Rab7 wt modul: u; Rab2 wt GTP: u; Bim-Bcl-W: 0; Bfl-1 Bim block: 0; Bcl-XL Bim block: 1; HRas wt GTP bind: u; Bim-Bcl-B: 1; Bcl-2 Bim block: 0
O=C(Cn1ncc2c1-c1ccccc1OC2)Nc1ccc(S(=O)(=O)N2CCCCC2)cc1 is listed as Rac1 wt GTP bind: 104; Cdc42 wt: 102; Rac1 act GTP bind: 99; Rab7 wt modul: 102; Rab2 wt GTP: 101; Bim-Bcl-W: 0; Bfl-1 Bim block: -10; Bcl-XL Bim block: -1; HRas wt GTP bind: 101; Bim-Bcl-B: -4; Bcl-2 Bim block: -4
